Compound activity (PubChem)
ARFGAP1 inhibitor: inhibits rat ARF GTPase activating protein 1; AID 651572; Arfgap1-stimulated ARF1 GTP hydrolysis, GDP FP detection; 0.26% of 360,000 active; Q62848; inhibition, % at 16.5 µM;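 active = inhibition above a per-plate limit, mean inhibition of low control wells plus 3 SD, cut at about 25% in these data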;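 also: 0% = DMSO wells with enzyme and 100% = wells lacking Arfgap1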
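System: truncated rat Arfgap1 GAP domain / Benchmarks: high control wells lacking Arfgap1, low control full reaction with DMSO / Times: compound-enzyme preincubation 20 min, reaction 120 min, detection 60 min, 25 °C / Repeats: one replicate per compound / Also added: human ARF1(Δ1-17)-GTP substrate / Measured by: Tracer-displacement fluorescence polarization with EDTA stop, 620/688 nm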
ASAP1 GAP inh: inhibitors of human ASAP1 ArfGAP activity | Q9ULH1 | ASAP1-stimulated ARF1 GTP hydrolysis, GDP FP detection | inhibition, % at 16.5 µM | 0.19% of 360,000 active | AID 624377; in the data active = inhibition above about 25%;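 also: 0% = vehicle with enzyme and substrate and 100% = no enzyme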
Target sequence (Q9ULH1 325-724 limits assumed): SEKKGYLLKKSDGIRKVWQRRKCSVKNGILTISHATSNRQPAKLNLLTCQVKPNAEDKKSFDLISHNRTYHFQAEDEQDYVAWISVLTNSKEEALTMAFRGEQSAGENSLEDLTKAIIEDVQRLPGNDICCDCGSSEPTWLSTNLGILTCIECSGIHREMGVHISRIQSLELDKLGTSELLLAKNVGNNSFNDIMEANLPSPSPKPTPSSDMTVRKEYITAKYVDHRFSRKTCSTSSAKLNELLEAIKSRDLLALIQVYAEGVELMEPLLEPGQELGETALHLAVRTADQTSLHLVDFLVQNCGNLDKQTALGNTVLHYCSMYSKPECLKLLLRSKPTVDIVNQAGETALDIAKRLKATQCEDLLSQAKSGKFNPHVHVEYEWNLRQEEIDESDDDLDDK
DDE Tn6 FP inh: disrupts Tn6 cyclic peptide binding to fibrin D-Dimer-E complex; inhibition, % at 8.3 µM; 0.21% of 370,000 active; P02675; AID 720509; Fibrin DD(E) TRITC-Tn6 fluorescence polarization displacement;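 active = inhibition above a per-campaign cutoff: mean of compounds within control limits plus 3 SD, cut at about 15% in these data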;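 also: 0% = median of all compound wells on the plate and 100% = blocking peptide control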
ADAM10 inh: inhibitors of human ADAM10. recombinant ADAM10, EDANS/DABCYL FRET peptide cleavage, 3 h. inhibition, % at 7 µM. 0.62% of 370,000 active. O14672. AID 720582;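 active = inhibition above a per-campaign cutoff equal to the mean of compounds falling between control-based bounds plus 3 SD, cut at about 20% in these data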;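 also: 0% = DMSO wells while the 100% control is not disclosed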
LEDGF integ inh: blocks HIV-1 LEDGF/p75-dependent DNA integration | 0.64% of 370,000 active | TR-FRET IN-LEDGF/p75 DNA integration, Eu/Cy5 | inhibition, % at 3.7 µM | AID 743269;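 active = inhibition above the screen-wide mean plus 3 SD, cut at about 13% in these data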;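 also: signal is the Cy5 over europium emission ratio at 671 and 618 nm; 0% = plate median of compound wells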
Tn7 DDE FP: inhibitors of Tn7 peptide binding to human fibrin DD(E); FP displacement of FITC-Tn7 peptide from fibrin DD(E); 0% = median of compound wells per plate; 0.13% of 370,000 active; AID 720508; inhibition, % at 8.3 µM;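 active = inhibition above the mean of compounds falling within the control limits plus 3 SD of them, cut at about 14% in these data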;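 also: 0% = plate median of compound wells and 100% = 10 µM Aha-Tn7 peptide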
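Measure: % inhibition scaled between sample-field median and high-control FP; Test system: human fibrin DD(E); Quantity: 2 µM final DD(E) protein; Doses: one dose, 8.3 µM nominal; Schedule: compound with protein 10 min, then 3 h after probe, room temperature; Detection: fluorescence polarization; Medium: Tris buffer with calcium and detergent, pH 7.8.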
KLK7 zymogen act: activates the human kallikrein-7 zymogen; activation, % at 7 µM; purified proKLK7, EDANS-DABCYL substrate fluorescence; 100% is mature enzyme control, 0% vehicle; P49862; 0.9% of 370,000 active;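 active = activation above the mean of all tested compounds plus 3 SD, computed per campaign excluding outliers beyond control limits, cut at about 13% in these data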
TDP2 absorb: blocks human TDP2 phosphodiesterase activity; O95551; recombinant TDP2, T5PNP hydrolysis, p-nitrophenol absorbance 415 nm; inhibition, % at 12.8 µM; 0.34% of 370,000 active; AID 720702;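 active = inhibition above the mean of all tested compounds plus 3 SD, set per campaign, cut at about 25% in these data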;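 also: 0% = DMSO with enzyme and 100% = buffer with substrate but no TDP2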
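Evaluation: % inhibition relative to enzyme-containing and enzyme-free wells. Material: recombinant human TDP2. Benchmarks: enzyme-free and DMSO wells. Timing: enzyme reaction with compound for 2 h at 37 °C. Compound dosing: 12.8 µM only. Measured by: p-Nitrophenol epi absorbance. Reagent: T5PNP substrate at 5 mM, a TopII-DNA adduct mimic. Replication: single well per compound.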
ADAM17 inh: inhibits human ADAM17. 0.83% of 370,000 active. recombinant ADAM17, EDANS/DABCYL FRET peptide cleavage. P78536. inhibition, % at 6.95 µM. AID 720648;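 active = inhibition above the mean of compounds lying between control limits plus 3 SD, set per campaign, cut at about 8.5% in these data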;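 also: 0% = DMSO-only wells as the low control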
Target sequence (P78536 215-824 limits assumed): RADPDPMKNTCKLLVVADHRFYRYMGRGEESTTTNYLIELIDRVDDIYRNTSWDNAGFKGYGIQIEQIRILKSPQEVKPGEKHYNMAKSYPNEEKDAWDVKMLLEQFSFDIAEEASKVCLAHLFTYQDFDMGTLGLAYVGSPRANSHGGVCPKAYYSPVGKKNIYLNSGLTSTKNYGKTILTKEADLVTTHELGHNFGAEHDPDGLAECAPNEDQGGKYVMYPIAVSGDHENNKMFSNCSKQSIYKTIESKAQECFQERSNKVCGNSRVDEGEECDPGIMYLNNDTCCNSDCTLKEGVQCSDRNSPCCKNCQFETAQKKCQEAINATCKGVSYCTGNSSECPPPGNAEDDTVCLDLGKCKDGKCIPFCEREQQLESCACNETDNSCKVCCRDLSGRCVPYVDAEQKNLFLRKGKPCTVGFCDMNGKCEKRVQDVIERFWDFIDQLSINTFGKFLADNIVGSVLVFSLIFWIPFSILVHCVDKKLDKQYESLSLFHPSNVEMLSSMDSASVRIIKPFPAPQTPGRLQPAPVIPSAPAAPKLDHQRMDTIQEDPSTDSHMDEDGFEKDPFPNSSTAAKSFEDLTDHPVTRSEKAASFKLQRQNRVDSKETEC
PLC-gamma1 inh: blocks human PLC-gamma1 enzyme activity | AID 720700 | 0.84% of 370,000 active | purified PLC-gamma1, fluorogenic substrate, fluorescence | inhibition, % at 12.2 µM | P19174; in the data active = inhibition above about 9.5%
An asterisk follows results filed as active; i = inactive; / = not tested or not shown.

nr | ARFGAP1 inhibitor | ASAP1 GAP inh | DDE Tn6 FP inh | ADAM10 inh | LEDGF integ inh | Tn7 DDE FP | KLK7 zymogen act | TDP2 absorb | ADAM17 inh | PLC-gamma1 inh | structure
1 | 3 | 13 | -7 | 18 | 3 | -7 | -0.2 | -1 | 11* | 3 | CCOc1cc(S(=O)(=O)n2cc(-c3ccc(F)cc3)c(N)n2)cc(OCC)c1OCC
2 | 20 | -6 | 3 | -11 | -5 | 10 | 0.2 | 9 | -5 | 0 | CC(=O)C[C@@H]1SC[C@H](c2ccccc2)N1S(=O)(=O)c1ccc(C)cc1
3 | 3 | -2 | 5 | 8 | -2 | 3 | 0.5 | -1 | -10 | 1 | Nc1nc(NC(=O)CCC(=O)O)nn1-c1ccccc1
4 | -6 | -10 | -3 | -4 | 6 | -5 | -0.8 | -12 | -2 | -101 | Nc1ccccc1Sc1cc(Cl)nnc1Cl
5 | -6 | 5 | 2 | 2 | 44* | 0 | -0.2 | 1 | 2 | -1 | CC(=O)Oc1cc(C(=O)OCC(=O)NC23CC4CC(CC(C4)C2)C3)cc(OC(C)=O)c1OC(C)=O
6 | -4 | 7 | 11 | -7 | -5 | -7 | -0.5 | -6 | -4 | 1 | CC1CCCC(C)N1/N=C/c1ccccc1Br (centres undefined)
7 | 1 | -7 | -7 | 6 | 4 | 4 | -0.5 | 10 | -3 | 2 | COc1ccccc1C(C)NC(=O)CCOc1cccc(C)c1 (centres undefined)
8 | 9 | 2 | 3 | -11 | -1 | -1 | -0.2 | -1 | -2 | 2 | CC1(C(=O)Nc2ccc3c(c2)OCO3)CCN1C(=O)c1ccccc1 (centres undefined)
9 | 1 | -4 | 11 | -7 | -3 | 7 | 0.4 | -18 | 3 | -1 | COCc1ccc(CN2CCCC(C(=O)Nc3ccc(-c4cscn4)cc3)C2)o1 (centres undefined)
10 | 4 | -4 | 2 | 4 | 1 | -4 | 0.2 | 9 | -2 | 1 | CCCCC(=O)NC(Nc1cc(C)ccn1)(C(=O)OCC)C(F)(F)F (centres undefined)
11 | -12 | -14 | 1 | 5 | -1 | 1 | 0.2 | 11 | -1 | 0 | CNC(=O)CN1C(=O)C2C3C=CC(C3)C2C1=O (centres undefined)
12 | -7 | -14 | 4 | 8 | 5 | -6 | -0.1 | -1 | 2 | 3 | O=S1(=O)N[C@@H](Cc2ccccc2)COc2cccc(N3CCSCC3)c21
13 | 6 | 5 | -3 | -3 | 1 | 1 | -0.4 | -1 | 0 | 3 | CCCCCN(C(=O)CCC(=O)OCC(=O)N(C)Cc1ccccc1C)c1c(N)n(CCCC)c(=O)[nH]c1=O
14 | -1 | -4 | -8 | 1 | -1 | -3 | 0.2 | 8 | -1 | -3 | O=C(Oc1ccccc1N1C(=O)C2CCCCC2C1=O)c1ccccc1 (centres undefined)
15 | 0 | 6 | 5 | 1 | 1 | -3 | -1.4 | 5 | -2 | -1 | C=CCNC(=O)c1onc(CSc2cccc(OC)c2)c1C(=O)O
16 | 12 | -1 | -3 | 14 | 2 | 0 | -0.2 | -9 | 4 | -12 | CCOC(=O)Cc1ccc(Nc2nc3cc(-c4ccccc4C)sc3c(=O)n2C)cc1
17 | 1 | -8 | -7 | 1 | 2 | 5 | 0.6 | 6 | 1 | 3 | CC(=O)N1c2ccc(S(=O)(=O)N3CCCC(C(=O)Nc4ccc(C)cc4C)C3)cc2CC1C (centres undefined)
18 | -15 | 9 | 3 | -4 | -1 | 5 | -0.5 | 3 | 0 | 1 | CCOC(=O)c1csc(NC(=O)CCS(=O)(=O)c2ccc(Cl)cc2)n1
19 | 12 | -9 | 5 | -6 | -3 | -3 | 0.2 | -15 | -8 | -11 | CC/C(=N\NC(=O)c1nnn(-c2nonc2N)c1-c1ccc2c(c1)OCO2)c1ccccc1
20 | -9 | 3 | 4 | 28* | 6 | -1 | 0.4 | -9 | 12* | 2 | O=C(c1ccc(C(F)(F)F)cc1)N1CCC(=O)N([C@H](COCc2ccc(C(F)(F)F)cc2)Cc2ccccc2)CC1
21 | -1 | 6 | 3 | 8 | 4 | -4 | -0.3 | -1 | 7 | -2 | CCCc1cc(-c2n[nH]c(=S)n2-c2cccc(C)c2)cs1
22 | 1 | 3 | -1 | i | 2 | -4 | 33* | -5 | -275 | i | CN(C)Cc1c(O)ccc2c(=O)c(-c3ccc(Cl)cc3)coc12
23 | 4 | 16 | -8 | 2 | -2 | -4 | 0.3 | -19 | 10* | 16* | CN(C)c1ccc(/C=N/NC(N)=S)cc1[N+](=O)[O-]
24 | 3 | 4 | 3 | 2 | 8 | -1 | 0.7 | 1 | 2 | 5 | Cc1cccc(CCNC(=O)c2cc(S(=O)(=O)N3CCCC3)cn2C)c1
25 | 1 | 13 | 2 | 6 | -2 | 3 | -0.4 | 5 | -9 | 2 | CCOc1ncccc1C(=O)Nc1cccc(S(=O)(=O)NC2=NCCC2)c1
26 | 4 | 10 | 4 | -3 | 3 | -1 | 0.1 | 6 | 2 | 1 | O=C(NCCOc1ccccc1F)c1cc([N+](=O)[O-])ccc1N1CCOCC1
27 | -18 | -11 | -2 | -1 | -1 | -1 | 0.5 | -17 | 0 | -2 | O=C(CSc1nnc(NC(=O)C2CC2)s1)Nc1ccc(F)cc1F
28 | 7 | -5 | 3 | 46* | 2 | 0 | 0.4 | 0 | -1 | 3 | CCCc1c(Cc2cccc(F)c2)ncn1CCc1ccccc1OC
29 | -17 | 2 | -12 | -3 | 0 | 3 | -0.2 | 5 | 2 | 2 | CC(=O)OCC1(C)CN(c2ccccc2)N(C(=O)c2ccc(F)cc2)C1=O (centres undefined)
30 | 12 | -6 | 6 | -7 | 3 | -3 | -0.3 | 7 | -2 | 1 | O=C(NCc1ccccn1)C1CCN(S(=O)(=O)c2ccccc2C(F)(F)F)CC1
31 | 3 | 4 | -4 | -130 | -2 | -3 | 5.3 | -1 | -43 | -40 | COC(=O)c1cc(S(=O)(=O)Nc2ccc(C)cn2)c[nH]1
32 | -3 | 7 | 1 | -7 | -1 | -3 | 0.1 | -7 | -1 | -1 | CCCn1c(SCC(=O)Nc2nnc(CC)s2)nnc1-c1ccncc1
33 | 0 | -8 | -2 | 7 | 2 | -4 | 0.2 | -9 | 5 | 9.8* | COc1ccccc1C(=O)NC(=O)COc1ccc([N+](=O)[O-])cc1
34 | 7 | 7 | 5 | 4 | -1 | 3 | 0.2 | 0 | -3 | 3 | CC(=O)Oc1cccc(N2C(=O)C3C4C=CC(C4=C(C)C)C3C2=O)c1 (centres undefined)
35 | / | / | -1 | 0 | 8 | -1 | -0.1 | -3 | 0 | 6 | Cc1ccc2c(c1)N(CCCC(=O)N(C)Cc1ccc(F)cc1)C(=O)CO2
36 | 2 | -2 | -3 | 0 | 1 | -8 | 0.1 | 4 | 2 | -1 | FC(F)(F)c1cccc(Cc2noc(CN3CCCCC3c3ccccn3)n2)c1 (centres undefined)

Some of the entries so far, field by field.
6) CC1CCCC(C)N1/N=C/c1ccccc1Br (centres undefined)
  ARFGAP1 inhibitor: -4	ASAP1 GAP inh: 7	DDE Tn6 FP inh: 11	ADAM10 inh: -7	LEDGF integ inh: -5	Tn7 DDE FP: -7	KLK7 zymogen act: -0.5	TDP2 absorb: -6	ADAM17 inh: -4	PLC-gamma1 inh: 1
34) CC(=O)Oc1cccc(N2C(=O)C3C4C=CC(C4=C(C)C)C3C2=O)c1 (centres undefined)
  ARFGAP1 inhibitor: 7	ASAP1 GAP inh: 7	DDE Tn6 FP inh: 5	ADAM10 inh: 4	LEDGF integ inh: -1	Tn7 DDE FP: 3	KLK7 zymogen act: 0.2	TDP2 absorb: 0	ADAM17 inh: -3	PLC-gamma1 inh: 3
24) Cc1cccc(CCNC(=O)c2cc(S(=O)(=O)N3CCCC3)cn2C)c1
  ARFGAP1 inhibitor: 3	ASAP1 GAP inh: 4	DDE Tn6 FP inh: 3	ADAM10 inh: 2	LEDGF integ inh: 8	Tn7 DDE FP: -1	KLK7 zymogen act: 0.7	TDP2 absorb: 1	ADAM17 inh: 2	PLC-gamma1 inh: 5
13) CCCCCN(C(=O)CCC(=O)OCC(=O)N(C)Cc1ccccc1C)c1c(N)n(CCCC)c(=O)[nH]c1=O
  ARFGAP1 inhibitor: 6	ASAP1 GAP inh: 5	DDE Tn6 FP inh: -3	ADAM10 inh: -3	LEDGF integ inh: 1	Tn7 DDE FP: 1	KLK7 zymogen act: -0.4	TDP2 absorb: -1	ADAM17 inh: 0	PLC-gamma1 inh: 3

More compounds follow.
nr | ARFGAP1 inhibitor | ASAP1 GAP inh | DDE Tn6 FP inh | ADAM10 inh | LEDGF integ inh | Tn7 DDE FP | KLK7 zymogen act | TDP2 absorb | ADAM17 inh | PLC-gamma1 inh | structure
37 | 3 | 9 | 5 | 4 | 5 | -8 | 0.4 | -5 | 2 | 2 | Cc1cc(=O)n2[nH]c(-c3cccnc3)nc2n1
38 | 7 | 12 | -3 | 2 | -4 | -3 | 0.1 | -9 | 1 | 2 | Cc1ccc(S(=O)(=O)N(C)CC(=O)OCc2nnc(-c3ccccc3)o2)cc1
39 | 12 | -4 | -13 | 0 | -1 | 9 | -0.1 | -6 | -6 | -1 | CCCCn1c(N)c(N(CC)C(=O)c2ccc(Cl)c(Cl)c2)c(=O)[nH]c1=O
40 | -7 | -1 | 8 | 1 | -3 | 4 | 0.1 | 2 | 0 | 1 | Cc1cccc(C)c1NC(=O)CNC(=O)c1cn(-c2ccccc2)nc1-c1ccccc1
41 | -3 | 12 | 8 | -13 | -2 | 4 | -0.7 | 0 | -5 | -2 | Cc1cccc(NC(=O)CSc2nnc3ccc(-c4ccccn4)nn23)c1
42 | 4 | -15 | 10 | -7 | -3 | 7 | 0.4 | 2 | -4 | 0 | CC1(C(=O)Nc2ccccc2)CCN1C(=O)CCc1ccc(Cl)cc1Cl (centres undefined)
43 | -3 | -6 | -4 | 5 | 2 | -3 | 0.3 | 7 | 2 | 3 | Cc1ccccc1NC(=O)C1C2CCCCC21 (centres undefined)
44 | 11 | -1 | -4 | -13 | 3 | -5 | 0.7 | 19 | -6 | 0 | Cc1cc(C)nc(N2CCCC(C(=O)NC3CCCC3)C2)n1 (centres undefined)
